# Source: PubChem (several laboratories)
# Rac1 wt GTP bind = modulators of human Rac1 wildtype GTP binding; P63000; GST-Rac1 beads, fluorescent GTP binding, flow cytometry; actives lie on both sides; 0 = cold GTP competed, 100 = untreated; GTP binding activity (% of control), % at 10 µM; 0.27% of 190,000 active; AID 757;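 active = GTP binding activity at least 20 points away from the 100% control level, either lower or higher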
# Mcl1 Noxa PPI = disrupts binding of human Mcl-1 to Noxa peptide. Q07820. TR-FRET Mcl-1/Noxa peptide binding, 2 h. inhibition, % at 21.7 µM. 1.5% of 220,000 active. AID 1022;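 active = compounds that cut the protein-peptide binding signal by more than 50% relative to plate controls in a single-dose test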;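 note: His-tagged Mcl-1 with rhodamine Noxa BH3 peptide and terbium anti-His antibody; 0% = Mcl-1 plus Noxa peptide wells and 100% = peptide-only wells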
# Rac1 mut GTP = modulators of GTP binding to human Rac1 activated mutant; P63000; GST-Rac1 activated beads, fluorescent GTP binding, flow cytometry; actives lie on both sides; 100% means binding = to untreated wells; percent activity (GTP binding), % at 10 µM; 0.11% of 190,000 active; AID 764;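 active = GTP binding at least 20 percentage points away from the 100% baseline, in either direction, so actives lie on both sides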
# ABCB1 inh = human ABCB1 inhibition, ABCG2 as counter-screen; P08183; inhibition, % at 6.6 µM; CCRF-Adr cells, JC-1 efflux, flow cytometry; 0.067% of 190,000 active; in the data active = inhibition above about 40%;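 note: 0% = vehicle and 100% = reference inhibitor; higher value means more JC-1 retained so stronger ABCB1 efflux block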
# Target sequence (P08183 whole entry, looked up): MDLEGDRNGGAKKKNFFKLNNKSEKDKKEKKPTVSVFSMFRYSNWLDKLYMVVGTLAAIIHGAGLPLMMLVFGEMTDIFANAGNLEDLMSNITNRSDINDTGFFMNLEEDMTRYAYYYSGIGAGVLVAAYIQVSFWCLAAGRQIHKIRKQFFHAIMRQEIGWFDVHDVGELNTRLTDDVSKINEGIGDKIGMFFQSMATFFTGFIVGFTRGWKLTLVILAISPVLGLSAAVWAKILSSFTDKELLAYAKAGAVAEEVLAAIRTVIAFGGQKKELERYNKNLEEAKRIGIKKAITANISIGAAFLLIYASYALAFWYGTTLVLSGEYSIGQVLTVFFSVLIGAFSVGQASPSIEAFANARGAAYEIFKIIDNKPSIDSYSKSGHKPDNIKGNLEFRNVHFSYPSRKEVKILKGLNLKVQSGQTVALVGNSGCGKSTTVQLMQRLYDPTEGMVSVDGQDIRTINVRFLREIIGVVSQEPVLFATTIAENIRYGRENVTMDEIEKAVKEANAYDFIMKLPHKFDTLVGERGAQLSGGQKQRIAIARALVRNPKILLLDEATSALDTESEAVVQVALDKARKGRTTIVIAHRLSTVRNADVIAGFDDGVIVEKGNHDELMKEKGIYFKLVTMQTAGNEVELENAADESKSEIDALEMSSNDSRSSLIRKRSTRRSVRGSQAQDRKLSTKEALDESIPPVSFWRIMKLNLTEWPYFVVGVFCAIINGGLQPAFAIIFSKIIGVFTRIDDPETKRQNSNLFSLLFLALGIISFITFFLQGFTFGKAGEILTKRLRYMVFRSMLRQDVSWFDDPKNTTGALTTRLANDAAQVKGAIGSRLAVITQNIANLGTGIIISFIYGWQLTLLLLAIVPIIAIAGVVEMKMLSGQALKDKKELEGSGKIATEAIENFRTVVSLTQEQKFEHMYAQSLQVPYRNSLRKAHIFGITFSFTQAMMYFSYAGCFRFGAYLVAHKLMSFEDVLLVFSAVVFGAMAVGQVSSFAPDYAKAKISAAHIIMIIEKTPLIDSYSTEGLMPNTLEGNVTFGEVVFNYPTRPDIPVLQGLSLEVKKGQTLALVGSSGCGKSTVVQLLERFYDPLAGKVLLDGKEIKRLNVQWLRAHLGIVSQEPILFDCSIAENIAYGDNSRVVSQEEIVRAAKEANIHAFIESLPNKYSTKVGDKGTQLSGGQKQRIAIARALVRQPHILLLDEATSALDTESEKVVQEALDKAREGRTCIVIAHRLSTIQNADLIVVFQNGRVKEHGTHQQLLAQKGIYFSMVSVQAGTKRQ
# Rab7 wt modul = modulators of GTP binding to dog Rab7 wildtype GTPase; GST-Rab7 beads, fluorescent GTP binding, flow cytometry; actives lie on both sides; untreated = 100%, excess cold GTP = 0%; GTP binding activity (percent of control), % at 10 µM; 0.055% of 190,000 active;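 active = fluorescent GTP binding to Rab7 beads changed by at least 20 points from the 100% baseline, either direction, mostly lower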;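 note: median green fluorescence of bound Bodipy-FL-GTP per Rab7 bead population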
# Rab2A wt mod = changes GTP binding to wildtype dog Rab2A, up or down; 0.19% of 190,000 active; GTP binding activity, % at 10 µM; GST-Rab2 wt beads, Bodipy-GTP binding, flow cytometry; P61105;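 active = GTP binding activity at least 20 points away from 100%, either lowered or raised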;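 note: 0% = beads with excess unlabeled GTP and 100% = no-compound control corrected for plate trend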
# ABCG2 block = inhibitors of human ABCG2 transporter, ABCB1 counter-screen; Q9UNQ0; IgMXP3 cells, JC-1 efflux, flow cytometry; inhibition, % at 6.6 µM; 0.1% of 190,000 active;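 active = inhibition above 80%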;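 note: 0% = DMSO and 100% = nicardipine control wells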
#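 Test system: IgMXP3 (ABCG2) plus far-red-tagged CCRF-Adr (ABCB1) cells / Amount: 3 million cells/mL in well / Reagent: JC-1 transporter substrate / Timing: 10 min compound exposure, 25 °C / Signal: flow cytometry, 530 nm JC-1 signal / Read-out: percent efflux inhibition, scaled nicardipine 100% to DMSO 0% / Benchmarks: nicardipine as high control, DMSO as low control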
# Pf gamet viab = kills late stage P. falciparum gametocytes; P. falciparum stage V gametocytes, ATP luminescence, 24 h; inhibition, % at 10.9 µM; 0.065% of 150,000 active; AID 743093;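 active = inhibition above the mean plus 3 SD of compounds within the control limits, set per campaign, cut at about 38% in these data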;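 note: 0% = DMSO wells and 100% = medium only without gametocytes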
# HRas wt GTP = changes GTP binding to wildtype human HRas. P01112. GST-Ras wt beads, Bodipy-FL-GTP binding, flow cytometry; actives lie on both sides. GTP binding activity, % at 10 µM. 0.14% of 190,000 active. AID 759;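 active = GTP binding activity at least 20% away from the 100% baseline, either lowered as inhibitor or raised as activator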;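 note: 0% = unlabeled GTP competition control and 100% = no-compound control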
# Avidin fluor = compound fluoresces at 488/530 nm on avidin beads | compound fluorescence 488/530 nm, flow cytometry; hits give high values | fluorescence (KMESF) at 10 µM | 0.38% of 220,000 active | AID 1775; in the data active = fluorescence above about 47; note: inactives centre near 10
# Cdc42 wt = human Cdc42 wildtype GTP binding change, either direction; percent activity (GTP binding), % at 10 µM; GST-Cdc42 beads, Bodipy-GTP binding, flow cytometry; actives lie on both sides; 0.2% of 190,000 active; AID 761; P60953;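 active = percent activity GTP binding at least 20 points away from the 100% baseline, either down as inhibitor or up as activator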;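 note: median bead fluorescence of bound Bodipy-FL-GTP at 100 nM; 0% = excess unlabeled GTP control and 100% = no compound control; below 100% means less GTP binding so inhibitor and above means activator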
# * hit, by the source's call; . = not tested or not shown; & = joins results of further samples.
SMILES,Rac1 wt GTP bind,Mcl1 Noxa PPI,Rac1 mut GTP,ABCB1 inh,Rab7 wt modul,Rab2A wt mod,ABCG2 block,Pf gamet viab,HRas wt GTP,Avidin fluor,Cdc42 wt
COc1ccc(S(=O)(=O)Cc2ccccc2)cc1N,104,8,101,-0.1,103,100,0,.,102,8,101
COc1ccc(Cn2nnnc2CN(CCCN2CCOCC2)Cc2cc3cc(OC)ccc3[nH]c2=O)cc1,103,6,98,0.6,105,99,3,-8,99,13,98
CCOCCCNCc1cc(Cl)cc(Cl)c1OCC,98,15,97,1.9,94,95,7,-10,96,11,94
COCCNC(=O)c1c(N)sc2c1CCCC2,101,19,99,-3.1,97,102,-5,.,102,8,100
C#CCOCCOCCOCCNc1nc(N2CCN(C(=O)[C@H](CCC(=O)O)n3cc(C(N)CC(C)C)nn3)CC2)nc(N2CCN(C(=O)[C@H](Cc3cc4ccccc4[nH]3)n3cc(C(N)[C@H](C)CC)nn3)CC2)n1 (stereo not given in full),99,11,97,-0.4,97,95,-1,.,94,6,97
C=CCn1c(N)c(C(=O)Nc2ccc(C)cc2)sc1=S,103,8,100,0.0,102,101,1,21,101,5,101
Cc1ccc2nc(C(F)C(F)(F)F)[nH]c2c1 (stereo not given),97,1,94,0.0,98,96,0,-11,95,11,98
CCN(C(=O)CSc1nc2ccccc2n1CC)C1CCS(=O)(=O)C1 (stereo not given),101,-2,96,0.1,98,95,2,-8,100,5,94
Cc1ccccc1OCC(O)Cn1c2ccccc2c2ccccc21 (stereo not given),102,11,99,0.8,100,102,5,.,105,7,104
COCCN(C(=O)Nc1ccccc1)c1ccccc1,97,-6,95,0.3,97,97,1,-27,96,3,96
COc1ccc(CCC(=O)N2CC(C)OC(C)C2)cc1 (stereo not given),98,15,96,0.4,94,95,1,.,99,38,101
CCNc1nc(CN2CCCCC2)nc2scc(-c3ccccc3)c12,102,-2,99,0.9,101,97,5,12,98,6,100
CCC(=O)NNc1nc2c(F)cc(F)cc2s1,101,9,99,0.4,101,99,1,.,99,9,98
NCCCCCc1nnc(SCc2ccccc2Cl)o1,103,5,100,-5.7,103,106,-6,12,106,11,103
CN1CCc2nc(NC(=O)COc3ccc(C#N)cc3)sc2C1,102,2,101,2.3,105,101,6,7,102,8,103
Cc1ccc(NC(=O)COC(=O)CNC(=O)c2ccco2)cc1,100,8,97,1.0,105,99,4,.,99,11,97
NCCCSC1=NCCCN1,108,14,104,0.6,101,102,4,8,104,7,111
Cc1ccc(C(C)n2cc(C(=O)NCc3cccnc3)nn2)cc1 (stereo not given),92,0,91,0.1,93,93,-1,.,92,5,93
COc1ccccc1N1CCN(CC(=O)Nc2ccc(Cl)c(C(F)(F)F)c2)CC1,101,9,96,0.7,100,95,12,.,98,8,97
Cc1cc(C)nc(N(C#N)CC(=O)N2CCC(C(N)=O)CC2)n1,103,-7,99,0.0,101,100,0,.,101,31,101
COc1ccccc1NC(=O)CNS(=O)(=O)c1ccccc1,103,-1,98,0.7,100,103,6,.,103,11,104
CCN(C(=O)c1ccnn1C)c1ccccc1,108,2,100,0.3,104,98,1,-6,101,2,101
CCOc1cc(N(CC)CC)ccc1/C=C(/C#N)c1nc2ccccc2[nH]1,99,17,99,7.7,99,99,15,.,100,12,99
Clc1ccc(Cc2noc(CN3CCN(c4ccccc4)CC3)n2)c(Cl)c1,98,4,97,4.8,96,96,1,.,97,12,95
COc1ccccc1NC(=O)Nc1cnccn1,96,-8,90,-0.3,109,101,6,-13,98,7,95
Cn1c(CCc2nc3ccccc3[nH]2)nnc1SCC#N,99,9,98,-0.3,92,101,11,13,98,.,101
O=C1SCC(c2ccccc2)=NN1Cc1ccccc1,105,0,96,0.6,97,96,7,13,97,8,97
Cc1cc(C)c(S(=O)(=O)Nc2ccc3c4c(cccc24)CC3)c(C)c1,99,-4,99,0.4,96,100,6,.,97,8,99
O=c1c2ccccc2ncn1-c1ccc(Cl)c(Cl)c1,106,-18,100,0.1,100,99,1,6,102,8,104
O=C(COC(=O)c1ccc(O)cc1)Nc1ncc(Cl)cc1Cl,98,5,94,0.1,103,97,1,-3,97,12,93
CCN(CC)S(=O)(=O)c1ccc(-c2nnc(SCC(=O)Nc3nnc(C)s3)n2CC)cc1,107,-18,102,-0.6,99,100,-4,.,101,17,103
Cc1ccc(OC(C)c2nnc(N)s2)cc1Cl (stereo not given),104,0,98,1.0,100,101,3,4,101,11,102
CCCCCC(=O)NC(NC(=S)Nc1ccc(S(N)(=O)=O)cc1)C(Cl)(Cl)Cl (stereo not given),103,11,98,-0.2,102,99,-1,.,100,37,103
COC(=O)c1ccc(C2Nc3ccc(/C(C)=N/NC(=O)C(OC)c4ccccc4)cc3C3C=CCC32)cc1 (stereo not given),98,.,97,-1.0,95,99,-5,.,97,4,100
CC1=Nc2ccc(C)cc2/C1=C/c1c(N)n2oc(C)cc2nc1=O,93,20&7,95,0.3,95,92,8,-10&-8,92,8&12,96
COc1ccc([N+](=O)[O-])cc1NC(=O)C(C)Sc1nc(-c2ccccc2)cs1 (stereo not given),104,6,99,1.2,101,99,26,4,100,13,98
O=C1c2ccccc2C(=O)C12Cc1ccccc1N1CCN(c3ccccc3)CC12 (stereo not given),95,23,95,0.7,95,96,1,5,97,9,98
CCNC(=O)c1cc(S(=O)(=O)N(C)C)c(Cl)cc1Cl,98,28,97,-0.1,104,99,0,10,101,20,98
CCOc1ccc(NC(=O)C(Cc2ccccc2)N2C(=O)c3cccc4cccc(c34)C2=O)cc1 (stereo not given),100,-15,98,0.9,102,101,2,6,99,4,100
CCC(=O)N1CCc2cc(S(=O)(=O)Nc3ccc4c(c3)OCCO4)ccc21,100,-11,98,0.8,93,99,7,-17,99,6,98

# Three compounds already listed, sorted by SMILES length, descending:
SMILES,Rac1 wt GTP bind,Mcl1 Noxa PPI,Rac1 mut GTP,ABCB1 inh,Rab7 wt modul,Rab2A wt mod,ABCG2 block,Pf gamet viab,HRas wt GTP,Avidin fluor,Cdc42 wt
CCNC(=O)c1cc(S(=O)(=O)N(C)C)c(Cl)cc1Cl,98,28,97,-0.1,104,99,0,10,101,20,98
Cc1ccc(OC(C)c2nnc(N)s2)cc1Cl (stereo not given),104,0,98,1.0,100,101,3,4,101,11,102
CCN(C(=O)c1ccnn1C)c1ccccc1,108,2,100,0.3,104,98,1,-6,101,2,101

# Remaining list, next part:
SMILES,Rac1 wt GTP bind,Mcl1 Noxa PPI,Rac1 mut GTP,ABCB1 inh,Rab7 wt modul,Rab2A wt mod,ABCG2 block,Pf gamet viab,HRas wt GTP,Avidin fluor,Cdc42 wt
Cn1cc(C(=O)Nc2ccc3c(c2)CCC3)cn1,104,2,96,-2.2,98,99,6,.,101,6,99
CCOC(=O)CC(=O)c1[nH]c(C)c(C(=O)OCC)c1C,102,14,96,0.5,95,97,6,0,97,9,97
C=CCOc1ccccc1CN1CCCC(CCC(=O)N(C)CCc2ccccn2)C1 (stereo not given),100,24,100,-0.6,101,100,-1,5,99,6,96
COc1ccc(C(C)=O)cc1COC(=O)CCCN1C(=O)c2ccccc2C1=O,103,12,97,1.8,105,101,5,.,103,10,101
c1ccc2cc3[nH]c(CN4CCOCC4)nc3cc2c1,101,10,100,-0.1,104,102,0,.,101,8,101
Cc1cc[n+](-c2ccccc2)c2ccccc12,102,17,96,-0.2,104,97,-1,.,97,12,97
CCCN=C(C)C1=C(O)c2ccccc2C1=O,102,4,98,-3.4,103,100,11,-4,101,25,98
Cc1c(N=Cc2ccco2)c(=O)n(-c2ccccc2)n1C,91,2,92,0.4,95,91,1,11,94,7,94
Cc1cc(C(=O)CC#N)c(C)n1-c1ccc(OC(F)F)cc1,105,-3,99,2.0,102,102,29,.,102,14,101
Cc1ccccc1OCCN1CCC(Cc2ccccc2)CC1,103,-5,96,0.6,105,98,1,12,99,5,97
O=C(C1=C[C@H](C2CC2)C[C@H](OCCCCO)O1)N1CCOCC1,98,-19,96,-0.4,103,97,-1,6,96,6,95
Cc1cc(C(=O)COC(=O)Cc2n[nH]c(=O)c3ccccc23)c(C)n1-c1ccc2c(c1)OCO2,98,7,95,1.6,98,97,4,-58,96,14,96
COc1cccc(NS(=O)(=O)c2nc3nc(C)cc(C)n3n2)c1,102,-10,98,2.1,100,99,5,.,100,5,99
COc1ccc(C(NC(=O)c2ccc(F)cc2)c2ccccc2)cc1 (stereo not given),101,-1,101,0.7,97,97,3,-1,97,20,102
O=S(=O)(NCCCc1ccccc1)c1ccccc1,109,-3,102,0.9,102,105,2,.,102,10,104
COc1cc([N+](=O)[O-])ccc1NC(=O)/C=C\C(=O)O,97,6,97,2.6,102,98,6,3,99,9,95
O=[N+]([O-])c1cccc(/C=N/Nc2ccccn2)c1,93,-9,97,-0.6,89,91,-1,.,93,21,93
COC(=O)CCC(=O)c1oc2ccc(Br)cc2c1N,103,-11,99,0.8,97,101,19,11,101,35,102
COC(=O)c1ccc(CSc2ncnc3c2oc2ccccc23)o1,103,-464,98,0.1,101,101,4,13,101,11,103
CCN(CC)CCNC(=O)c1ccc(-n2c(C)cc3c2CCCC3=O)cc1,99,24,96,0.0,106,97,13,-4,98,11,93
COc1ccc(NC(=O)N2CCCC(c3nc(-c4ccc(F)cc4)no3)C2)cc1 (stereo not given),103,25,98,0.9,101,98,18,-6,99,10,96
O=C(Cc1cccs1)N(Cc1cccs1)C1(C(=O)NC2CCCCC2)CCCCC1,98,15,97,1.0,97,99,3,25,98,6,99
Cc1cccc(NC(=S)c2nc3ccccc3s2)c1,97,-41,91,-0.1,100,98,1,-7,100,13,99
Cc1[nH]c2ccccc2c1/C=N/NC(=O)c1cccc(F)c1,101,26,98,0.0,107,101,1,-9,103,12,101
CN1C(=O)NC(c2ccccc2)C2=C1CN(Cc1ccco1)C2=O (stereo not given),99,8,96,0.7,98,94,11,.,96,23,95
CCOC(=O)C1C(=O)CC(C)(O)C(C(=O)OCC)C1c1ccc(NC(C)=O)cc1 (stereo not given),97,-12,98,1.2,90,97,2,.,95,5,99
CC(C)CN1C(=O)c2ccc(NC(=O)Cc3ccccc3)cc2C1=O,99,8,96,1.6,109,100,40,-5,98,9,101
O=S1(=O)CCN(Cc2cccc(C(F)(F)F)c2)CC1,100,6,96,0.0,98,97,0,-5,96,9,99
O=C(NCc1ccco1)c1cc(-c2ccccc2)c(N2CCOCC2)s1,105,12,98,1.0,102,100,35,.,100,21,102
CC(=O)Nc1ccc2nc(SCC(=O)NCCOc3ccccc3)sc2c1,99,8,99,0.6,98,99,4,.,99,11,100
